hgDAF12 agonist: H. glycines DAF-12 receptor agonists, primary screen, cell-based, luminescence, HEK293, GAL4 fusion, UAS-luciferase. Nuclear hormone receptor DAF-12 (Heterodera glycines), GAL4 fusion. AID 687014, 2013. actives 1.8% (n = 370,000). activation, % at 6.8 µM. HEK293 GAL4-hgDAF12 UAS-luciferase reporter, agonist luminescence; normalized to butyrate control;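 active = activation above a cutoff set at the mean of all screened compounds plus 3 SD, cut at about 10% in these data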;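 note: 0% = DMSO wells and 100% = sodium butyrate wells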
PLC-beta3 inh: human PLC-beta3 inhibitors, primary screen, biochemical, fluorescence | 1-phosphatidylinositol 4,5-bisphosphate phosphodiesterase beta-3 (Homo sapiens), Q01970 | Purified PLC-beta3, fluorogenic substrate | inhibition, % at 12.2 µM | actives 0.18% (n = 370,000); in the data active = inhibition above about 11%;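 note: 0% = median of compound wells on plate and 100% = full blocker control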
ssDAF-12 act: S. stercoralis DAF-12 nuclear receptor activators, primary screen, cell-based, luminescence, HEK293, GRIP1 co-expression, lit1-tk-luc. Nuclear hormone receptor DAF-12 (Strongyloides stercoralis). HEK293 ssDAF-12/GRIP1 lit1-tk-luc reporter; % of 3 µM dafachronic acid response. activation, % at 6.8 µM. actives 1% (n = 370,000);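 active = activation above the mean over all tested compounds plus 3 SD, cut at about 0.9% in these data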;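 note: 0% = DMSO-only wells and 100% = 3 µM delta7-dafachronic acid wells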
SMARCA2 activ: SMARCA2 (BRM) function activators, primary screen, cell-based, luminescence, high throughput; MG213 cells, MMTV-luciferase reporter, dexamethasone, overnight; actives 1% (n = 370,000); activation, % at 9.1 µM; in the data active = activation above about 7.8%;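 note: 0% = vehicle wells and 100% = reference activator wells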
DAX1 inh-1: DAX1 (NR0B1) inhibitors, primary screen, cell-based, HEK293, Gal4-DAX1, luciferase luminescence; HEK293 Gal4-DAX1 luciferase reporter; inhibition, % at 6.75 µM; Nuclear receptor subfamily 0 group B member 1 (Homo sapiens), P51843; actives 0.99% (n = 340,000); AID 504766, 2011;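 active = inhibition above the mean over all tested compounds plus 3 SD, cut at about 4.2% in these data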;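 note: 0% = DAX1-transfected cells with DMSO and 100% = empty-vector control cells with DMSO; inhibition shows as a rise in luminescence from relieved DAX1 repression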
PLCg1 inh: PLC-gamma1 enzyme inhibitors, primary screen, biochemical, fluorescence, purified enzyme; 1-phosphatidylinositol 4,5-bisphosphate phosphodiesterase gamma-1 (Homo sapiens), P19174; inhibition, % at 12.2 µM; actives 0.84% (n = 370,000); fluorogenic substrate; in the data active = inhibition above about 9.5%
Target sequence (P19174 whole entry, looked up): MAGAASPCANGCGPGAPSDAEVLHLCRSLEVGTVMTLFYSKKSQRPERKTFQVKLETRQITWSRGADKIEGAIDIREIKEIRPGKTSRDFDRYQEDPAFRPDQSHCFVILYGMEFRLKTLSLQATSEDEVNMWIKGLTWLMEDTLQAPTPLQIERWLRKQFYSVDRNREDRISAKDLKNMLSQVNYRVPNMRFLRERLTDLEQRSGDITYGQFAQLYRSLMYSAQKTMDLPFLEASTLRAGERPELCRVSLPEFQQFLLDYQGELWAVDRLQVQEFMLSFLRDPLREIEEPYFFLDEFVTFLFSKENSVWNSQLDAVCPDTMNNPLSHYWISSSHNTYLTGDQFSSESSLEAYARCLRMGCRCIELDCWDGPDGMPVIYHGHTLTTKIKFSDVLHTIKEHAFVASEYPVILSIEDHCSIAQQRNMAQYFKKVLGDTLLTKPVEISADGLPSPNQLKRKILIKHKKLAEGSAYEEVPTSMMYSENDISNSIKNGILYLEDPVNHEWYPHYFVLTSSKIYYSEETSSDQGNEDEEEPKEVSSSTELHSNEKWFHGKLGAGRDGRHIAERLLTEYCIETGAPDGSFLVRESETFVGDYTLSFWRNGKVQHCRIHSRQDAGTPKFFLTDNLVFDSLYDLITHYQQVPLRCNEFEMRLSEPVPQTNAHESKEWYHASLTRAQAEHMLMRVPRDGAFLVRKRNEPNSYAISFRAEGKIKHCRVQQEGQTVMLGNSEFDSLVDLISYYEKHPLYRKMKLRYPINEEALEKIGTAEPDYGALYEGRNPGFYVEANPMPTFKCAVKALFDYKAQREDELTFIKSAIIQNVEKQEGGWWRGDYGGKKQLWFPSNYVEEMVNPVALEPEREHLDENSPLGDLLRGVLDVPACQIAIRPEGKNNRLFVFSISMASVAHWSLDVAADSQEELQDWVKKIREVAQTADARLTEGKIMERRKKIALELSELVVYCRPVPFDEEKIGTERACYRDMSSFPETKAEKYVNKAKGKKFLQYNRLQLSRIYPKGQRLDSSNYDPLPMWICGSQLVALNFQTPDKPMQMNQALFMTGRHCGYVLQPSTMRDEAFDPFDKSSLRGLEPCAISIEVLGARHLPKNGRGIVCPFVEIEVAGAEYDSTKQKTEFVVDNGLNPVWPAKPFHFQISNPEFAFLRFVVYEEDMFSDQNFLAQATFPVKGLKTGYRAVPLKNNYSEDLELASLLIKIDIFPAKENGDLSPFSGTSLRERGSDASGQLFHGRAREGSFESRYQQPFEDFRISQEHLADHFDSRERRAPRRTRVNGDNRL
hcDAF-12 act: H. contortus DAF-12 nuclear receptor activators, primary screen, cell-based, luminescence, HEK293, lit1-tk-luc reporter; actives 1.4% (n = 370,000); activation, % at 6.8 µM; HEK293 hcDAF-12 lit1-tk-luc reporter; 0% DMSO, 100% Δ7-dafachronic acid;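 active = activation above the mean of all tested compounds plus 3 SD, cut at about 5.5% in these data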;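 note: 100% = response to 3 µM Δ7-dafachronic acid high control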
Rev-erbA mod: modulators of Rev-erb alpha DNA binding, primary screen, biochemical, FITC-DNA, fluorescence polarization, uHTS; actives 0.79% (n = 370,000); Rev-erbα–FITC-DNA binding, 90 min; activity, % at 10 µM; AID 1259318, 2017; Nuclear receptor subfamily 1 group D member 1 (Homo sapiens), P20393;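 active = activity above about 14%, limit read from the data; passing the limit was not always enough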;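 note: 0% = DMSO wells with 35 nM protein and 100% = DMSO wells with 750 nM protein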
DAX1 inh-2: DAX1 (NR0B1) inhibitors on StAR promoter, primary screen, cell-based, luminescence, SF-1 (NR5A1), full-length DAX-1. HEK293T StAR-luciferase reporter, SF-1/DAX-1 repression relief. inhibition, % at 6.8 µM. actives 1.1% (n = 370,000). AID 652010, 2013;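 active = inhibition above the mean over all tested compounds plus 3 SD, cut at about 3.6% in these data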;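 note: 0% = DAX-1 cells with DMSO and 100% = cells lacking DAX-1 with DMSO; higher inhibition means more luminescence from relief of DAX-1 repression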
ADAM17 inh: ADAM17 inhibitors, primary screen, biochemical, QFRET; Disintegrin and metalloproteinase domain-containing protein 17 (Homo sapiens), P78536; recombinant ADAM17, EDANS/DABCYL FRET peptide cleavage; inhibition, % at 6.95 µM; actives 0.83% (n = 370,000); AID 720648, 2013;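 active = inhibition above the mean of compounds lying between control limits plus 3 SD, set per campaign, cut at about 8.5% in these data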;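 note: 0% = DMSO-only wells as the low control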
MBD2 DNA inh: inhibitors of MBD2 binding to methylated DNA, primary screen, biochemical, TR-FRET, DNA-binding domain, human | Methyl-CpG-binding domain protein 2 (Homo sapiens), Q9UBB5 | MBD2 binding to methylated oligonucleotide | inhibition, % at 4.4 µM | actives 0.31% (n = 370,000) | AID 686964, 2013; in the data active = inhibition above about 13%
Active calls of the source: *; i = inactive; . = no result given.

SMILES,hgDAF12 agonist,PLC-beta3 inh,ssDAF-12 act,SMARCA2 activ,DAX1 inh-1,PLCg1 inh,hcDAF-12 act,Rev-erbA mod,DAX1 inh-2,ADAM17 inh,MBD2 DNA inh
CCOC(=O)C1=CN(Cc2cccc(F)c2)S(=O)(=O)N(CC)C1CCc1ccccc1 (stereo not drawn),-3.6,3,-1.1,-4,0.8,0,-0.3,0,3.5,-2,4
COc1ccc(C23CC4CC(CC(C4)C2)C3)cc1C(=O)NCCN(C)C,2.4,-8,-1.2,0,-1.0,-3,-1.5,0,0.1,-4,0
CCOC(=O)c1cc2sccc2n1CC(=O)O,-0.3,0,-1.7,-1,-1.7,-1,0.3,0,0.1,-1,1
COc1ccc(CN(CC(=O)NCc2ccco2)C(=O)CCC(=O)Nc2nccs2)cc1,0.0,2,-1.0,1,0.1,1,-1.9,-3,-0.2,-2,0
CC(C)CN(C(=O)c1cccc(S(=O)(=O)N2CCN(C)CC2)c1)C1CCS(=O)(=O)C1 (stereo not drawn),1.7,-1,-1.5,0,-0.5,1,0.5,-3,-0.5,-2,-6
CC1CCCCC1NC(=O)c1ccncc1 (stereo not drawn),0.5,-4,-0.7,4,0.2,-1,0.1,5,0.4,-2,1
COc1ccc(/C=N/NC(=O)c2ccc(-c3ccccc3)cc2)cc1O,2.1,-46,-1.2,-6,-0.3,-47,-2.3,2,0.2,-5,-4
OCCNc1nc(Nc2ccccc2Oc2ccccc2)nc(N2CCCC2)n1,-2.7,2,-1.4,-1,-0.3,6,0.2,1,-0.4,12*,-5
COc1ccc(S(=O)(=O)Nc2ccc3oc4ncccc4c(=O)c3c2)cc1OC,-1.2,-7,-1.1,-2,-0.4,-2,2.9,1,0.5,-5,2
O=S(=O)(c1ccccc1Br)N1CCC(O)(c2cccnc2)CC1,0.0,2,-0.2,0,-0.2,1,-1.1,-1,0.2,-3,5
COc1ccc(OC2C(=O)N(Cc3ccc4c(c3)OCO4)C2c2cccs2)cc1 (stereo not drawn),-1.1,3,-1.1,1,-0.9,1,1.9,-1,-0.1,-2,-1
O=S(=O)(Nc1cccc(-c2cn3c(n2)SCC3)c1)c1cccs1,-1.4,3,-1.6,-3,1.2,0,-1.7,-6,-0.7,1,6
CCn1c(SCC(=O)NNC(=S)Nc2ccccc2)nnc1-c1ccc(Cl)cc1,-0.9,0,-1.3,-3,-0.2,2,-1.2,-1,-0.4,5,2
CCOC(=O)N1CCN(C(=O)c2ccc3oc(CCCc4ccccc4)nc3c2)CC1,8.1,-8,-0.8,5,1.9,-3,3.1,0,5.2*,1,-1
CCOc1ccccc1N(C)C(=O)c1sc2ncn(CC(=O)N3CCCCC3C)c(=O)c2c1C (stereo not drawn),-0.1,-2,-1.2,1,1.3,3,-1.9,5,-0.4,1,8
CC(C)c1ccc(S(=O)(=O)N2CCC(C(=O)N3CCN(c4cccc(Cl)c4)CC3)CC2)cc1,-0.9,-6,-1.1,-2,0.1,2,-1.4,0,-1.9,-2,-3
Cc1noc(C)c1CSc1nc2ccccc2c(=O)n1-c1ccc(F)cc1F,0.9,-2,-1.7,0,-2.3,3,-1.7,12,-1.7,-1,3
CC(C(=O)NCC1(c2ccccc2)CCOCC1)N1CCOCC1 (stereo not drawn),1.2,4,-1.9,-1,-0.2,3,-1.4,2,0.5,1,-1
CCOc1ccc(OCC)c2sc(C)nc12,0.4,-19,-1.3,3,-1.2,-16,-1.3,1,-0.5,-6,-1
CCc1onc(C)c1C(=O)Nc1cc(C)ccc1OC,-1.7,5,-1.4,0,0.6,-91,-1.9,7,-0.5,-1,-1

Limited to SMARCA2 activ, hcDAF-12 act and ADAM17 inh, for two of the compounds above:
| Structure | SMARCA2 activ | hcDAF-12 act | ADAM17 inh |
| --- | --- | --- | --- |
| COc1ccc(/C=N/NC(=O)c2ccc(-c3ccccc3)cc2)cc1O | -6 | -2.3 | -5 |
| OCCNc1nc(Nc2ccccc2Oc2ccccc2)nc(N2CCCC2)n1 | -1 | 0.2 | 12* |

By substructure: the compounds so far containing a halogen
SMILES,hgDAF12 agonist,PLC-beta3 inh,ssDAF-12 act,SMARCA2 activ,DAX1 inh-1,PLCg1 inh,hcDAF-12 act,Rev-erbA mod,DAX1 inh-2,ADAM17 inh,MBD2 DNA inh
CCOC(=O)C1=CN(Cc2cccc(F)c2)S(=O)(=O)N(CC)C1CCc1ccccc1 (stereo not drawn),-3.6,3,-1.1,-4,0.8,0,-0.3,0,3.5,-2,4
O=S(=O)(c1ccccc1Br)N1CCC(O)(c2cccnc2)CC1,0.0,2,-0.2,0,-0.2,1,-1.1,-1,0.2,-3,5
CCn1c(SCC(=O)NNC(=S)Nc2ccccc2)nnc1-c1ccc(Cl)cc1,-0.9,0,-1.3,-3,-0.2,2,-1.2,-1,-0.4,5,2
CC(C)c1ccc(S(=O)(=O)N2CCC(C(=O)N3CCN(c4cccc(Cl)c4)CC3)CC2)cc1,-0.9,-6,-1.1,-2,0.1,2,-1.4,0,-1.9,-2,-3
Cc1noc(C)c1CSc1nc2ccccc2c(=O)n1-c1ccc(F)cc1F,0.9,-2,-1.7,0,-2.3,3,-1.7,12,-1.7,-1,3

The results go on.
SMILES,hgDAF12 agonist,PLC-beta3 inh,ssDAF-12 act,SMARCA2 activ,DAX1 inh-1,PLCg1 inh,hcDAF-12 act,Rev-erbA mod,DAX1 inh-2,ADAM17 inh,MBD2 DNA inh
Cn1c(=O)cc(SCC(=O)NCC2COc3ccccc3O2)c2ccccc21 (stereo not drawn),-0.5,-3,-1.0,0,0.3,-3,0.5,1,-0.1,-6,4
COc1cccc(C(=O)NCC(=O)OCC(=O)NC2CCCCC2)c1,-0.6,0,1.3*,0,0.9,-2,-0.5,11,0.4,-8,4
O=C(c1ccc(F)cc1)N1CCCC(C(=O)N2CCCCC2)C1 (stereo not drawn),-1.5,-7,-0.8,1,1.2,1,0.8,-6,0.1,-2,3
CCCCn1c(N)c(N(CC(C)C)C(=O)c2ccc(N3C(=O)c4ccccc4C3=O)cc2)c(=O)[nH]c1=O,0.0,-6,-0.6,-1,0.2,-3,-0.8,-6,-0.2,-3,12
c1ccc(CCN(Cc2ccccc2)C2CCN(C3CCCC3)CC2)cc1,0.7,-1,-1.8,-1,0.4,1,0.8,6,0.1,0,-3
O=C(NC1CCCC1)C(c1ccc(F)cc1)N(Cc1ccccc1)C(=O)c1csnn1 (stereo not drawn),0.6,0,-1.1,6,0.8,2,-0.5,0,-0.2,-2,-2
CC(O)c1cccc(NC(=O)CCC(=O)O)c1 (stereo not drawn),2.5,4,-1.7,-2,0.1,0,-0.5,2,-0.2,-5,2
COc1cc(/C=C2\SC(=O)N(CC(=O)Nc3cccc(C)c3)C2=O)ccc1OC(C)C(=O)O (stereo not drawn),0.9,-45,-1.6,0,0.3,-35,-2.0,1,-0.5,-8,2
Cc1c(O)ccc2c(CN3CCN(Cc4ccccc4)CC3)cc(=O)oc12,-1.5,i,-1.6,-4,0.6,i,-2.2,0,-0.3,i,-2
O=C(C1CC(=O)N(c2ccc3c(c2)OCCO3)C1)N1CCN(S(=O)(=O)c2ccccc2F)CC1 (stereo not drawn),-9.4,-9,-2.4,-8,0.1,-5,-3.9,-7,-4.1,-7,-3
CC1(C)CC(NC(=O)c2cccc([N+](=O)[O-])c2)CC(C)(C)N1,-1.0,-8,-1.4,-3,0.3,3,-1.9,2,0.1,6,-3
COc1cc(C=O)ccc1OCc1cccc(Br)c1,14*,1,-1.0,0,1.5,1,0.2,-2,0.3,1,2
CCCn1c2ccccc2c2cnn(CC(=O)NC(C)CC)c(=O)c21 (stereo not drawn),-0.1,-1,-1.2,-1,-0.7,-3,-1.9,2,-0.1,-21,0
CCOC(=O)CN(C(=O)COc1nc(C)cc(C)c1C#N)c1ccc(Cl)cc1,-0.4,-8,-1.3,-4,-3.1,6,-2.7,2,-0.7,-2,8
O=C1OCc2cc(NS(=O)(=O)c3cccs3)ccc21,1.4,-1,-2.0,-3,1.2,10*,0.0,-1,0.3,6,9
CC(=O)NCC(=O)OC(C)C(=O)Nc1ccc(C(C)=O)cc1 (stereo not drawn),-0.8,1,-1.0,0,0.5,1,-1.4,0,0.1,0,-2
COc1cc(CNCCc2ccccc2F)ccc1OCc1ccc(Cl)nc1,2.2,-2,-1.4,2,0.8,2,-0.4,1,0.3,-6,0
CCN1C(=O)CSc2ccc(C(=O)NCc3ccc(OC)cc3)cc21,-0.4,0,-1.5,-1,-1.1,0,-0.8,-2,-0.2,-1,1
CCN(CC)C(=O)c1ccc(N)cc1,-0.1,2,-0.3,-1,1.6,1,-1.0,-2,0.4,-4,2
CCC1CCc2sc(C(=O)OCC(=O)N(CCOC)c3c(N)n(Cc4ccccc4)c(=O)[nH]c3=O)cc2C1 (stereo not drawn),0.2,-11,-1.1,-1,-2.1,0,-1.4,-5,-0.6,1,-2

More structures:
SMILES,hgDAF12 agonist,PLC-beta3 inh,ssDAF-12 act,SMARCA2 activ,DAX1 inh-1,PLCg1 inh,hcDAF-12 act,Rev-erbA mod,DAX1 inh-2,ADAM17 inh,MBD2 DNA inh
CCN(C(=O)COC(=O)c1ccc(Sc2ncn[nH]2)c([N+](=O)[O-])c1)c1ccccc1,-3.9,1,-0.4,1,.,1,0.1,-3,0.0,-1,1
O=C(Nc1nnc(C2CCCO2)s1)c1ccc(Br)cc1 (stereo not drawn),9.0,0,-1.5,4,0.5,-2,1.4,-2,1.6,-2,-2
Cn1cc(Cl)c(C(=O)OCC(=O)Nc2ccccc2)n1,1.9,-1,-0.4,0,-0.7,0,-0.3,1,0.6,-4,-4
CC(=O)Oc1ccc(/C=c2\sc3ncnn3c2=O)cc1,1.3,-2,-0.8,0,-0.5,-1,-1.2,-2,-0.1,-5,-5
Nc1c2c(nc3ccccc13)N(c1ccccc1)CC2,-0.7,i,-0.6,0,-1.4,i,-0.6,2,0.3,-470,-5
COc1ccc2cc(OC)c(C(=O)N3CCOCC3)cc2c1,-3.1,-276,-1.3,-3,-0.8,-254,-2.0,0,-0.1,-202,-2
CN(CC(=O)Nc1ccc(Cl)c(C(F)(F)F)c1)C(=O)c1cnccn1,-1.8,-5,-0.9,1,0.0,3,-0.9,3,-0.6,-5,0

Bioassay records (PubChem BioAssay)
